# Assay outcomes: PubChem, several laboratories
# 5HT1a antag = blocks the human serotonin 5-HT1a receptor; inhibition, % at 10 µM; P08908; AID 612; 62,000 tested, 0.68% active; CHO 5-HT1a Ga15 NFAT-bla reporter, antagonist mode;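 active means inhibition above the mean of all tested compounds plus 3 SD, cut at about 43% in these data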;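 further: receptor stimulated by 5-CT agonist at 100 nM near EC80; beta-lactamase reporter measured by ratiometric fluorescence of a cleavable substrate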
# Target sequence (P08908 whole entry, looked up): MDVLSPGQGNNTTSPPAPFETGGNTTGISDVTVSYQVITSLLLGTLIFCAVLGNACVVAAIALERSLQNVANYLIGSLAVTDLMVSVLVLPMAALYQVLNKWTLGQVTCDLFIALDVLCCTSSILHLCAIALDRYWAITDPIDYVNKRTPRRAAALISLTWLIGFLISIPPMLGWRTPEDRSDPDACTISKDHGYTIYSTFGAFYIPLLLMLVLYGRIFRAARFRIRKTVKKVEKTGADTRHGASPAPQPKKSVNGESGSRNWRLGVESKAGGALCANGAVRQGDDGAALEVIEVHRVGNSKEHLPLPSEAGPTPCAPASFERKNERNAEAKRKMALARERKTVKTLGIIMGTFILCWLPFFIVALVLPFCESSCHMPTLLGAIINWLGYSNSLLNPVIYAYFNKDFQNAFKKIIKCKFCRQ
# HTR1E agonist = activates the human 5-HT1E serotonin receptor; 65,000 tested, 0.69% active; activation, % at 6 µM; AID 574; P28566; CHO 5-HT1E Ga15 NFAT-bla reporter, FRET; 0% DMSO wells, 100% control agonist wells;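 active means activation above a set limit, the screen-wide mean activation plus 3 SD, cut at about 8.5% in these data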;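 further: 100% = positive control agonist at 1 µM giving full maximal response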
# Target sequence (P28566 whole entry, looked up): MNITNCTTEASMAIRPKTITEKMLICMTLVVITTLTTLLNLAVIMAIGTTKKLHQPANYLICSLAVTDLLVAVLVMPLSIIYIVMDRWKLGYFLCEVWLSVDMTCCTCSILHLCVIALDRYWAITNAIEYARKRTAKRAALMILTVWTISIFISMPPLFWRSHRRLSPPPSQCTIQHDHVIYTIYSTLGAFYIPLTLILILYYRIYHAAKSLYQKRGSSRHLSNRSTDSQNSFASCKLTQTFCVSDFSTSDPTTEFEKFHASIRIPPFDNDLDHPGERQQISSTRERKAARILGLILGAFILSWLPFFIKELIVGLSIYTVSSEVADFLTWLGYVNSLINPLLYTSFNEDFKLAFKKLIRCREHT
# Ecoli tolC = growth inhibitors of E. coli BW25113 tolC mutant. OD615. AID 573. 65,000 tested, 2.2% active. growth inhibition, % at 10 µM (by protocol);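 active means growth inhibition at or above a cutoff equal to the mean over every tested compound plus 3 SD, cut at about 60% in these data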;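 further: growth measured after 20 h incubation at 37 °C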
#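 Test system: tolC-deleted E. coli BW25113; medium: LB with kanamycin 50 µg/mL; compound: single-point testing at 10 µM; incubation: 20 h compound exposure of bacteria at 37 °C; signal: OD at 615 nm; evaluation: growth inhibition in percent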
# MMP-13 inhibitor = blocks human MMP13 activity; P45452; MMP-13 fTHP FRET cleavage, Mca fluorescence; inhibition, % at 4 µM; 65,000 tested, 0.07% active;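 active means inhibition above the mean of compound-free control plate wells plus 3 SD, cut at about 14% in these data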;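 further: 0% = DMSO wells and 100% = wells with reference MMP-13 inhibitor after basal subtraction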
# HTR1A agonist = 5-HT1a (human) receptor agonism | P08908 | CHO 5-HT1a Ga15 NFAT-bla reporter, FRET ratio; 0% basal, 100% maximal reference agonist | activation, % at 10 µM | 65,000 tested, 0.56% active | AID 567;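 active means activation above the screen-wide mean activation plus 3 SD, cut at about 19% in these data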;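 further: 0% = DMSO wells and 100% = 5-CT at EC100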
# 5HT1E antag = 5-HT1E (human) receptor antagonism | P28566 | CHO 5-HT1E Ga15 NFAT-bla reporter, FRET, antagonist | inhibition, % at 6 µM | 65,000 tested, 0.99% active;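 active means inhibition above a set limit, the mean inhibition across every tested compound plus 3 SD, cut at about 29% in these data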;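 further: signal is the 460 over 535 nm emission ratio of beta-lactamase substrate; 0% = agonist plus DMSO wells and 100% = wells without agonist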
# SF1 activator = activators of human nuclear receptor SF-1. Q13285. CHO-K1 Gal4-SF-1 LBD luciferase reporter; % increase over DMSO SF-1-specific signal. activation, % at 10 µM. 65,000 tested, 1.9% active. AID 522;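 active means activation above the mean activation of all tested compounds plus 3 SD, cut at about 50% in these data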
#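 Assay system: CHO-K1 cells co-transfected with Gal4 DBD–human SF-1 LBD, 5xGal4 luciferase reporter; doses: 10 µM only; incubation: 20 h compound exposure at 37 °C after 1 h cell settling; signal: luciferase light emission; evaluation: percent activation versus DMSO; repeats: one test per compound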
# RORA act = RORA (human) activation. P35398. AID 560. CHO-K1 Gal4-RORA LBD luciferase reporter, luminescence; percent increase over mock-subtracted basal signal. activation, % at 10 µM. 65,000 tested, 1.5% active;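 active means activation above the mean of all tested compounds plus 3 SD, cut at about 49% in these data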;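 further: 0% = DMSO-treated RORA cells and 100% = added signal equal to DMSO minus mock-transfected cells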
# NADH enzymes = inhibitors of enzymes used to reach an NAD/NADH endpoint. 65,000 tested, 0.02% active. coupled PK/LDH NADH assays, four targets. IC50, µM (titrated, usually from 10 µM), inactives show at the highest dose inhibition;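 active means single-dose screening hits from any of four coupled enzyme assays that gave an IC50 when retested across doses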;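 further: the DPM-DC format reads NADH fluorescence rather than 340 nm absorbance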
# * = called active by the depositor; x = no result given; [ ] = dose if it differs, or a comment. Rows are unselected, and some 7.2% of all compounds hit somewhere here.
SMILES,5HT1a antag,HTR1E agonist,Ecoli tolC,MMP-13 inhibitor,HTR1A agonist,5HT1E antag,SF1 activator,RORA act,NADH enzymes
Cc1ccc(N(CC(=O)NCc2cccnc2)S(C)(=O)=O)cc1C,-1,-1.0,-9,1,-3.8,9,2,16,7%
CCC(C)(C)n1nnnc1C(c1ccc2ncccc2c1)N1CCN(Cc2ccc3c(c2)OCO3)CC1 (centres undefined),3,-0.3,23,-9,-0.9,6,-4,2,3%
Cc1ccccc1Cn1ccc(NC(=O)c2nc3ncccn3n2)n1,9,0.0,10,4,-1.0,8,-8,-3,1%
COc1cccc(C2CC(c3ccc(Cl)cc3)Nc3nc(N)nn32)c1 (centres undefined),9,-0.7,-2,2,-2.8,7,-1,12,2%
Cn1cc(/C=N/n2cnc3sc4c(c3c2=O)CCCC4)c2ccccc21,14,-0.8,35,-8,-1.6,0,17,22,4%
O=C(CCCN1C(=O)CCC1=O)Nc1cccc(C(F)(F)F)c1,0,-0.1,3,2,-2.7,1,-1,-7,1%
CCCOCCOC(=O)c1[nH]c2c(c1C)C(=O)CC(c1cc(OC)ccc1OC)C2 (centres undefined),76*,0.2,1,4,0.0,81*,-31,-4,10%
C=CCn1c(=O)c2c(C)c(C)sc2n2c(Nc3ccccc3)nnc12,-10,0.7,2,-2,2.1,8,0,-24,3%
Cc1c2c(n3c(nc4ccccc43)c1C#N)N(Cc1ccccn1)CC2,-17,0.7,2,-96[fluorescence artefact?],4.3,-9,18,13,10%[fluoresces]
O=c1ccc2cc(S(=O)(=O)N3CCOCC3)ccc2o1,-3,0.1,-16,2,-3.0,3,-8,-23,7%
Cc1ccc(S(=O)(=O)Cn2nnnc2C(C(C)C)N2CCN(Cc3ccco3)CC2)cc1 (centres undefined),1,1.2,1,-10,0.1,-8,4,2,6%
Cc1ccc(S(=O)c2ccc(C)cc2)cc1,-11,0.3,0,1,0.1,-3,-15,-2,3%
COc1cc(OC)cc(C(=O)Nc2ccc(-n3cnnn3)c(C)c2)c1,17,36*,-2,0,-4.9,22,54*,50*,3%
Oc1ccc(Br)cc1/C=N/n1cnc2ccccc21,11,-0.5,4,-2,-3.6,-2,4,-7,3%
CCCN1CCN(CCCNC(=O)C2CCCN(c3nc4ccc(OCC)cc4s3)C2)CC1 (centres undefined),-4,-0.2,0,-2,0.5,2,20,21,12%
O=C(Cn1cnc2c(nnn2Cc2ccc(Cl)cc2)c1=O)N1CCN(c2ccccc2)CC1,2,1.6,14,2,1.3,-19,-11,-9,1%
COC(=O)c1cc(Br)c(=O)n(CCC2=CCCCC2)c1,10,0.1,34,-3,2.1,10,5,-16,2%
Cc1ccnc2c1NC(=O)c1cccnc1N2C1CC1,3,-0.2,-19,2,2.5,4,-4,-6,0%
CN(C)c1ccc(P(=O)(OCc2ccccc2)C(O)c2ccncc2)cc1 (centres undefined),-3,1.9,7,1,-2.9,-7,-9,-1,5%
CCOC(=O)CCCNC(=O)CN1C(=O)NC2(CCCCCC2)C1=O,-14,-1.4,-5,6,-3.6,9,-9,-8,9%
O=C(Cn1cc(C(=O)C2CC2)c2ccccc21)NCC1CCCO1 (centres undefined),-5,0.6,-12,2,0.9,-10,-7,-26,7%
COc1ccc(C(=O)CN2CCN(c3ccc(F)cc3)CC2)cc1OC,0,2.7,-15,1,1.5,2,-2,-14,5%
O=C(NC1CCCc2ccccc21)c1ccc(CNc2c(N3CCOCC3)c(=O)c2=O)cc1 (centres undefined),8,0.2,-10,2,-3.7,3,3,-2,0%
CCOC(=O)C1CCN(Cc2nc3ccccc3c(=O)n2-c2ccc(OCC)cc2)CC1,4,0.1,31,4,-0.6,2,-1,6,0%
O=C(Cc1ccc(Br)cc1)N1CCCCCC1,10,-1.4,8,7,-0.8,-9,34,21,1%
CCc1nn(C(C)C(=O)NC(C)CCc2ccco2)c(=O)c2cc3occc3n12 (centres undefined),6,0.4,8,-3,3.9,-6,-15,-27,11%
O=C(Nc1ccc(F)cc1)N(CCCN1CCOCC1)Cc1cc2cc3c(cc2[nH]c1=O)OCCO3,-46,0.4,8,-34,3.3,-5,15,43,13%[fluoresces]
COc1ccc(C2/C(=C(/O)c3ccccc3)C(=O)C(=O)N2C)cc1 (centres undefined),13,-0.1,-18,4,1.0,-3,2,-19,1%
O=C(NCc1nnc(SCC(=O)N2CCN(c3ccccc3)CC2)o1)c1ccco1,-17,-1.3,-22,0,0.1,7,3,-9,18%
O=C(c1ccccc1)c1cccn1CC(=O)N1CCN(C2CCCCC2)CC1,12,-0.8,-14,2,-4.7,1,4,-8,8%
O=C(NCC(=O)N(c1ccc2c(c1)OCCO2)C(C(=O)NC1CCCC1)c1ccco1)c1ccco1 (centres undefined),-3,0.4,2,6,-3.2,0,-5,-6,3%
Cc1[nH]c2ccc(Br)cc2c(=O)c1CN1CCOCC1,-10,1.5,-23,1,-5.9,-9,-5,15,3%
O=c1[nH]c(=O)n(CCO)c2nnn(Cc3ccccc3)c12,11,0.4,-12,2,-1.9,0,-12,1,9%
COC(=O)CSc1nc(C)c(Oc2ccccc2)c(=O)[nH]1,x,0.3,17,0,0.0,-3,-1,-10,1%
CCOC(=O)c1sc2nc(N3CCCC3)c3c(c2c1N)CC(C)(C)OC3,-10,0.9,-3,-114[fluorescence artefact?],4.0,14,-8,-12,2%[fluoresces]
C=CCn1c(=O)c2ccccc2n2c(SCC(=O)Nc3cc(C)on3)nnc12,-12,-0.5,-4,3,-0.8,1,-13,3,2%
COc1ccc(-c2nnc(SCc3ccccc3)n2N)cc1,-3,0.5,-18,2,-3.9,1,66*,39,4%
CCOC(=O)C1=C(CSc2nncn2C)NC(=O)NC1c1cc(OCC)ccc1OCC (centres undefined),-2,-0.1,-7,10,-1.1,2,12,-9,6%
Cc1oc2cc(O)ccc2c(=O)c1N1C(=O)c2ccccc2C1=O,12,0.2,14,-6,-4.7,2,-10,8,13%
CCOc1ccc(N(CC(=O)Nc2ccccc2C)S(=O)(=O)c2c(C)noc2C)cc1,30,0.3,34,7,-0.3,46*,2,27,9%
N=c1c(C(=O)NCc2ccc(F)cc2)cc2c(=O)n3ccccc3nc2n1Cc1ccco1,33,-0.1,24,-64[fluorescence artefact?],3.3,-6,4,2,7%
O=C(CN1C(=O)CSC1=O)c1ccccc1,2,0.3,-15,2,-2.4,9,4,-13,5%
Cn1c2c(c(=O)n(C)c1=O)C(NC(=O)c1cccs1)(C(F)(F)F)C(=O)N2 (centres undefined),x,0.0,1,0,-1.1,1,-2,-24,2%
COc1ccc(C(=O)N2CC=C(c3ccccc3)CC2)cc1S(=O)(=O)N1CCOCC1,-9,-0.3,9,-5,-1.1,-12,6,-1,6%
O=C(Nc1cccc(NC(=O)c2ccco2)c1)c1ccc2c(c1)OCO2,25,-0.5,-3,5,-0.2,6,28,-2,10%
Cc1noc(C)c1C(=O)Nc1sc(C)c(-c2ccccc2)c1C#N,-7,0.7,97*,0,-2.1,-5,4,0,5%
CCc1nc(SCC(=O)N2CCN(c3ccccc3)CC2)c2c(=O)n(C)c(=O)n(C)c2n1,-3,0.2,-15,2,0.2,-9,13,-9,2%
COc1cccc(N2C(=O)CC(c3c[nH]c4ccccc34)C2=O)c1 (centres undefined),14,-1.3,-8,3,-2.2,0,-4,6,5%
CN(CC(=O)N1CCc2ccccc21)S(=O)(=O)c1ccc(Br)s1,-10,0.0,28,3,-0.7,-7,9,-8,5%
COc1cc(C2C(C#N)=C(N)Oc3cc(C)oc(=O)c32)cc2c1OCO2 (centres undefined),3,-0.4,-5,4,-1.8,6,9,-18,9%
CCOC(=O)CNC(=O)CSc1nnc(-c2ccccc2OC)n1CC,10,0.0,1,-3,-4.0,-2,-12,-13,0%
CC(=O)c1cccc(NC(=O)N2CCCC2C(=O)NCc2ccc(F)cc2)c1 (centres undefined),-13,-0.4,2,-1,-1.7,-3,-7,-10,5%
Cc1cccc(-n2ncc3c(N4CCN(c5nc(C)cc(C)n5)CC4)ncnc32)c1,-16,-0.5,-12,-3,-2.5,-12,4,-21,11%
CN(C)c1ccc(N=Cc2nc(-c3ccccc3)oc2O)cc1,1,-0.8,-4,9,-4.3,11,18,5,2%
CCNc1nc(OCCNS(=O)(=O)c2cc(C)ccc2C)nc(N(C)C)n1,-8,0.1,11,4,-0.9,-3,-10,6,0%
COC(=O)c1c(NC(=O)CSc2nncs2)sc2c1CCCCC2,-7,0.6,53,2,-1.4,6,-18,-6,0%
Cc1ccc2c(c1)c1c(n2CC(O)Cn2c(C)nc3ccccc32)C(=O)CCC1 (centres undefined),29,0.3,38,-53,73*,-9,-20,16,16%[fluoresces]
CCOC(=O)CCSc1nc2c(c(C(F)(F)F)c1C#N)CCC2,-2,0.9,66*,-4,-1.0,-2,5,4,0%
NC(=O)C1(N2CCCCC2)CCN(C(=O)CCCn2c(=O)[nH]c3ccsc3c2=O)CC1,2,-0.6,-18,-5,-0.9,-3,-10,-3,4%
Cc1ccc(NC(=O)N(Cc2ccco2)C(C)c2ccco2)cc1C (centres undefined),14,-0.1,17,-7,0.1,-1,-15,-24,5%
# Going on with the list.
SMILES,5HT1a antag,HTR1E agonist,Ecoli tolC,MMP-13 inhibitor,HTR1A agonist,5HT1E antag,SF1 activator,RORA act,NADH enzymes
Cc1cc(NCCCN2CCOCC2)n2c(nc3ccccc32)c1C#N,-30,1.1,7,-349[fluorescence artefact?],4.5,2,-3,1,15%[fluoresces]
Cc1ccc2cccc(OC(=O)c3ccc4c(c3)OCCO4)c2n1,2,0.2,4,-4,-1.2,-13,11,-2,10%
C=CCn1c(=N)n(CC(O)c2ccco2)c2ccccc21 (centres undefined),-1,0.0,-17,5,-2.8,-13,-13,-8,6%
CSc1nnc(-c2ccc(NC(=O)CCc3ccccc3)cc2)n1C,4,-0.1,3,4,0.1,-8,-8,1,2%
Cc1cccc(C(=O)NC2CC3CCCC(C2)N3C(=O)NC2CCCCC2)c1 (centres undefined),-10,-0.2,-13,-15,-1.6,-7,-12,-19,3%
COC(=O)c1ccc(Nc2nc(C)cc(=O)[nH]2)cc1,6,-0.5,9,1,0.5,0,16,14,2%
N#Cc1c(NC(=O)CCN2C(=O)c3ccccc3C2=O)oc(-c2ccccc2)c1-c1ccccc1,20,-0.1,41,-2,-0.4,5,-9,-13,0%

# Complete entries, looked up by structure:
# Listed for Cn1c2c(c(=O)n(C)c1=O)C(NC(=O)c1cccs1)(C(F)(F)F)C(=O)N2 (centres undefined) = 5HT1a antag = x; HTR1E agonist = 0.0; Ecoli tolC = 1; MMP-13 inhibitor = 0; HTR1A agonist = -1.1; 5HT1E antag = 1; SF1 activator = -2; RORA act = -24; NADH enzymes = 2%
# Listed for C=CCn1c(=O)c2ccccc2n2c(SCC(=O)Nc3cc(C)on3)nnc12 = 5HT1a antag = -12; HTR1E agonist = -0.5; Ecoli tolC = -4; MMP-13 inhibitor = 3; HTR1A agonist = -0.8; 5HT1E antag = 1; SF1 activator = -13; RORA act = 3; NADH enzymes = 2%

# Pulled one by one from above:
SMILES,5HT1a antag,HTR1E agonist,Ecoli tolC,MMP-13 inhibitor,HTR1A agonist,5HT1E antag,SF1 activator,RORA act,NADH enzymes
Cc1ccc2c(c1)c1c(n2CC(O)Cn2c(C)nc3ccccc32)C(=O)CCC1 (centres undefined),29,0.3,38,-53,73*,-9,-20,16,16%[fluoresces]
COC(=O)c1c(NC(=O)CSc2nncs2)sc2c1CCCCC2,-7,0.6,53,2,-1.4,6,-18,-6,0%
